Screening data (PubChem BioAssay)
HP1b chromo inh: inhibitors of HP1-beta chromodomain binding to methylated histone tails. P83916. AlphaScreen HP1-beta / biotin-H3K9me3 peptide binding. Potency, µM (doses to about 114 µM), for inactives: at the highest dose activity change, negative = inhibition, most hits filed as inhibitors. actives 0.56% (n = 390,000). AID 540317; also: potency is read from the fitted curve at half-maximal effect; nearly all actives have a fitted effect of over 70% in size; inactives centre near 23
Target sequence (P83916 whole entry, looked up): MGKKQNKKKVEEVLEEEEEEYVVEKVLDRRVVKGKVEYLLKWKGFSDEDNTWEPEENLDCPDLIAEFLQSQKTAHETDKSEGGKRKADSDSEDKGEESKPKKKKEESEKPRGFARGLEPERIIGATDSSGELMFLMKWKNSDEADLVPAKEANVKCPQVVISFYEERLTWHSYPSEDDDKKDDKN
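HP1-beta protein (50 nM final) preincubated 30 min at room temperature with biotinylated H3(1-18)K9me3 peptide (50 nM) in PBS pH 7.4, 0.01% Tween-20, then compound added for 30 min. AlphaScreen streptavidin donor/nickel chelate acceptor beads (10 ug/mL final), 30 min dark, luminescence read.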
PI4K2A block: PI4K2A (human) kinase inhibition; activity change, negative = inhibition, % at 76.9 µM; purified PI4K2A, ADP-Glo luminescence, 1 h; stronger effect = lower value; actives 0.13% (n = 420,000); in the data active = activity change below about -50%; inconclusive = mostly about -30% to -49%;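 also: -100% = wells without enzyme as full effect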
Target sequence (Q9BTU6 whole entry, looked up): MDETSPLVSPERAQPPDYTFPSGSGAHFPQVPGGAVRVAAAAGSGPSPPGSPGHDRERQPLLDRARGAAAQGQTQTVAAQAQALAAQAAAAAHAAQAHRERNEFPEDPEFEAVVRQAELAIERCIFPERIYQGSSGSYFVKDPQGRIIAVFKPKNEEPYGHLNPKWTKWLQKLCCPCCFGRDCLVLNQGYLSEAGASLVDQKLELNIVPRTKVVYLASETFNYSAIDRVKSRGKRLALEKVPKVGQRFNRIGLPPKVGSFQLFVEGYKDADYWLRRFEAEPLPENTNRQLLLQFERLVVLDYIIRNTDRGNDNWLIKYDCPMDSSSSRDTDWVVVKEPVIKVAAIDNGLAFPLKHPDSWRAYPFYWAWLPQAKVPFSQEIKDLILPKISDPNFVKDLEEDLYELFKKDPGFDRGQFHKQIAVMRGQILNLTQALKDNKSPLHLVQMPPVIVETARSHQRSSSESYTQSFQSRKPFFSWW
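Compounds are screened against recombinant PI4K2A using PI as substrate and ATP, the latter dispensed at 300 microM. Reactions run one hour at ambient temperature before ADP-Glo detection; full inhibition defined by wells lacking enzyme.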
G9a block: G9a (human) methyltransferase inhibition; actives 8.8% (n = 350,000); Potency, µM (top dose mostly 102 µM), without a hit: at the top dose activity, negative = inhibition, actives largely listed as inhibitors; Q96KQ7; G9a H3K9 monomethylation, AlphaScreen, 2 h; also: potency is read from the fitted curve at half-maximal effect; % is scaled to controls: 0 for no effect and ±100 for the full control effect; nearly all actives have a fitted effect of over 75% in size
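Step 1: enzyme (final 20 nM) with compound, 15 min RT. Step 2: substrate peptide 500 nM and SAM 20 uM, 2 h RT. Step 3: anti-H3K9me1 antibody and AlphaScreen beads, 10 min, then plate read.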
GLS inhibitor: inhibitors of human glutaminase (GLS) | O94925 | GLS enzymatic activity, qHTS titration | Potency, µM (top dose mostly 45.5 µM), inactives show at the top dose activity change, negative = inhibition, most hits filed as inhibitors | actives 0.21% (n = 410,000); also: potency is read from the fitted curve at half-maximal effect; % is scaled to controls: 0 for no effect and ±100 for the full control effect
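hKGA in 45 mM KH2PO4 pH 8.2, 0.02% Tween-20 with pin-transferred compounds; 1 mM L-glutamine (stock) plus glutamate oxidase/HRP/Amplex Red coupling added. Fluorescence read initially and after 30 min at RT.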
Pin1 inhibitor: blocks the human prolyl isomerase Pin1. Q13526. Pin1 FP peptide displacement, HiFluor488, 10 min. Potency, µM (doses to about 115 µM), for inactives: at the top dose activity, negative = inhibition, usual class: inhibitors. actives 0.009% (n = 390,000). AID 504891; active = well fitted inhibition curve with a large enough effect in the polarisation, with a control signal flat, not every such curve was filed as active; inconclusive = small, poorly fitted or top-dose-only effect, or effect the other way, or a change in a side signal; inactive = no such curve, though single readings can be large or run the other way; the % refers to the polarisation; also: potency is read from the fitted curve at half-maximal effect; % is scaled to controls: 0 for no effect and ±100 for the full control effect
Target sequence (Q13526 whole entry, looked up): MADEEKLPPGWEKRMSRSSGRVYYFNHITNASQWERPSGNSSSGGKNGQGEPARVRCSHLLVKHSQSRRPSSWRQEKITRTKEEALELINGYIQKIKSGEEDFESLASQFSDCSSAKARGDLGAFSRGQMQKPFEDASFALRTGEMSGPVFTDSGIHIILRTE
JMJD2A Tudor: inhibitors of human JMJD2A Tudor domain; AlphaScreen JMJD2A-Tudor / H3K4me3 peptide binding; Potency, µM (doses to about 114 µM), inactives show at the highest dose activity change, negative = inhibition, usual class: inhibitors; actives 4.4% (n = 390,000); AID 504339; also: potency is read from the fitted curve at half-maximal effect; % is scaled to controls: 0 for no effect and ±100 for the full control effect; nearly all actives have a fitted effect of over 50% in size
BAZ2B inh: blocks human BAZ2B | Potency, µM (doses to about 114 µM), without a hit: at the highest dose activity change, negative = inhibition, actives largely listed as inhibitors | AID 504333 | Q9UIF8 | actives 4.4% (n = 360,000) | AlphaScreen BAZ2B-H3K14Ac peptide displacement; also: potency is read from the fitted curve at half-maximal effect; % is scaled to controls: 0 for no effect and ±100 for the full control effect; nearly all actives have a fitted effect of over 60% in size
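AlphaScreen displacement: compounds (up to 110uM) incubated 30 min at room temperature with a preformed 50 nM BAZ2B/50 nM biotinylated H3K14Ac peptide complex in PBS pH 7.4 with Tween-20. Donor and acceptor beads at 10 ug/mL final added, 20 min light-protected before reading.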
Tb PGK inh: blocks T. brucei phosphoglycerate kinase; actives 0.043% (n = 380,000); AID 602233; P07378; Potency, µM (titrated, usually from 57.5 µM), inactives show top-dose activity change, negative = inhibition, actives largely listed as inhibitors; PGK/GAPDH coupled, Kinase-Glo luminescence, 60 min; also: potency is read from the fitted curve at half-maximal effect; % is scaled to controls: 0 for no effect and ±100 for the full control effect; nearly all actives have a fitted effect of over 60% in size
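Luminescent ATP detection (Kinase-Glo Plus) follows a 60-minute room-temperature incubation, with wells lacking PGK as controls. Buffer: 100 mM TEA (pH 7.6), 5 mM MgCl2, 0.01% Tween-20. Coupling enzyme GAPDH (100 nM final) supplies unstable 1,3-BPG in-well.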
POLH inh: DNA polymerase eta (human) inhibition; Q9Y253; recombinant Pol eta, fluorescent DNA replication assay; Potency, µM (series often up to 114 µM), inactives show at the highest dose activity change, negative = inhibition, usual class: inhibitors; actives 1.2% (n = 390,000); also: potency is read from the fitted curve at half-maximal effect; % is scaled to controls: 0 for no effect and ±100 for the full control effect
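Pol eta (10 nM) was preincubated with compounds for 15 min at room temperature, after which fluorescent replication substrate (50 nM final) was added to start the reaction. Fluorescence was read kinetically at 0 and 10 min.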
* marks the source's active call; other numbers are inactive results; i = inactive; u = inconclusive; x = not tested or not shown; & = joins results of further samples; [ ] = another dose, or the depositor's remark. Unless noted, calls follow the shape of the dose curve; as a rule, active = well fitted curve in the direction sought with a large enough effect; inconclusive = small, poorly fitted or top-dose-only effect, or another doubt; inactive = no such curve, though single readings can be large; an effect the other way counts as inactive or inconclusive.

nr | HP1b chromo inh | PI4K2A block | G9a block | GLS inhibitor | Pin1 inhibitor | JMJD2A Tudor | BAZ2B inh | Tb PGK inh | POLH inh | mol
1 | 9% | 1 | u | 1% | -2% | -33% | 7% | -8% | -18% | CCN(CC)c1ccc(C(=O)OCC(=O)Nc2cc3oc4ccccc4c3cc2OC)cc1
2 | 15% | 4 | -33% | 1% | 0% | -26% | u | -1% | -1% | O=C(c1ccc(S(=O)(=O)NCC2CCCO2)cc1)N1CCN(c2cccc(Cl)c2)CC1 (stereo not given)
3 | 20% | 3 | 19%[0.501 µM] | 11% | 16% | -25% | 1% | 8% | -10% | O=C(c1cc(S(=O)(=O)N2CCN(c3ccccc3)CC2)ccc1Cl)N1CCCC(C(F)(F)F)C1 (stereo not given)
4 | -2%&50% | 3&4 | 22%[59 µM] | -6%&1% | 10%&1% | -25%&-5% | -3%&-24% | 3% | 1%&-18% | CCc1cccc(C)c1NC(=O)C1CCN(c2nn3c(=O)cc(C)nc3s2)CC1
5 | 27% | -5 | 0% | 7% | -4% | -13% | -11% | -14% | -19% | NC(=O)C1(N2CCCCC2)CCN(Cc2nc(-c3cccs3)no2)CC1
6 | 24%[57 µM] | 1 | 2%[59 µM] | 3% | 5% | -14% | 1% | -2% | -8% | COc1ccc(NC(=O)Cn2c(=O)ccc3cc(S(=O)(=O)N4CCCC4)ccc32)cc1Cl
7 | 24% | -2 | -1% | 13% | -2% | -18% | -22% | 2% | -22% | CC(/C=C/c1ccccc1)=N\Nc1nc(C)cc(C)n1
8 | 25% | -5 | 31% | -12% | -1% | -4% | 0% | i | -17% | Cc1ccc(S(=O)(=O)N2CCOC2CNC(=O)C(=O)NCCN2CCOCC2)cc1 (stereo not given)
9 | -4% | 5 | -8% | 17% | 5% | -5% | 7% | 10% | 2% | CC(C)C(NC(=O)c1ccccc1)C(=O)N1CCCCCC1 (stereo not given)
10 | 25% | 6 | 3% | -10% | 6% | 7% | -26% | -1% | -12% | O=C(c1cc([N+](=O)[O-])ccc1N1CCCC1)N1CCCCC1
11 | -5% | -4 | 50µM* | u | -10% | u | u | -10% | -12% | C(=N\Nc1nc(-c2ccccc2)cs1)/c1ccncc1
12 | x | -2 | x | 0% | x | x | x | 4% | -21% | C=CCN(c1ccccc1OC)S(=O)(=O)c1ccc(Cl)c(C(=O)NCc2ccco2)c1
13 | 37% | -1&0 | 3%[12.7 µM] | -2% | 2% | -4% | 7% | -1% | -13% | CC(C)(C)NCC(O)COc1cccc2c1CCC(=O)N2 (stereo not given)
14 | 10%[57 µM] | 3 | x | -3% | -9% | -10% | x | 0% | -15% | CC(=O)OC1CCC2(C)C(CCC3C2CC(=O)C2(C)C3CC(C3CCCC3=O)C2C(C)=O)C1 (stereo not given)
15 | 35% | 4 | x | -4% | -11% | 2% | x | -3% | -20% | Cc1cc(NC(=O)CN(C)CC(=O)Nc2ccc(Cl)cc2)no1
16 | 15% | -7 | -2%[12.7 µM] | 1% | 2% | 0% | -31% | -9% | -2% | CCOC(=O)c1cc2c(c(CSc3nc4ccccc4c(=O)n3Cc3ccco3)c1)OCOC2
17 | 40%[activator] | 0 | -3%[12.7 µM] | 2% | 0% | 2% | 12% | -3% | -23% | Cc1ccccc1OCCC(=O)OCC(=O)NCCc1ccc(S(N)(=O)=O)cc1
18 | 20% | -6 | 8%[2.33 µM] | -8% | 52%[activator] | -32% | u | 0% | 28µM* | O=C(CSc1nc(=O)n2cc(Cl)ccc2n1)Nc1ccc2c(c1)OCCO2
19 | -11% | -4 | 8%[59 µM] | 2% | -2% | -21% | 5% | -14% | -18% | CSc1ncc(C(=O)Nc2cc(C)cc(C)c2)c(-c2ccccc2)n1
20 | 30% | 6 | 4%[59 µM] | -26% | 27% | -3% | 4% | 7% | -26% | CN(c1ccc(OCC(=O)OCC(=O)Nc2ccc(F)cc2)cc1)S(=O)(=O)c1ccc(Cl)cc1
21 | 15% | 2 | -5% | 7% | -9% | -17% | -2% | -2% | -20% | COc1ccc(N(CC(=O)NC2CCCCCC2)S(=O)(=O)c2ccc(C)cc2)cc1OC
22 | 19% | -1 | 40µM* | 13% | 3% | 5%[11.4 µM] | -2% | -4% | 2% | COc1ccc(NC(=O)Nc2c(SC)nsc2SC)cc1
23 | 29% | 2 | 34% | 3% | 3% | -13% | 1% | 5% | 0% | CCNC(=O)CCCOc1ccc(Cl)cc1Cl
24 | 55%[activator] | 5 | x | -8% | -2% | 6% | -3% | -1% | -16% | CCCCn1c(N)c(N(CCC(C)C)C(=O)CCCc2nc3ccccc3s2)c(=O)[nH]c1=O
25 | 0% | -3 | 9%[59 µM] | 58%[activator] | 12% | -30% | u | -4% | -24% | COc1cc(/C=N/NC(=O)C(=O)/C=C2\NC3(CCCC3)Cc3ccccc32)ccc1O
26 | 35% | -3 | x | 12% | 4% | -11% | x | -1% | 10% | NS(=O)(=O)c1ccc(NC(=O)CSc2nnc3n2CCCCC3)cc1
27 | 34% | 0 | x | -10% | 0% | 79µM* | x | -5% | -13% | CC(=O)Nc1ccc(Nc2nc(-c3c(C)nc4ccccn34)cs2)cc1
28 | 21% | 7 | u | 3% | 3% | -13% | -2% | -1% | -6% | CCN1C(=O)c2ccc(-c3nc4ccccc4c(=O)o3)cc2C1=O
29 | -11% | 2 | -22% | -5% | -11% | u | u | -4% | 1% | Cn1c(=O)n(Cc2ccccc2)c(=O)c2c1nc(NCC1CCCO1)n2Cc1ccccc1 (stereo not given)
30 | 22% | 8 | 13% | -1% | 4% | -22% | -13% | 7% | -12% | CCc1ccc(NC(=O)CN(c2ccc(OC)cc2)S(=O)(=O)c2c(C)nn(C)c2C)cc1
31 | -14% | 0 | 2% | -21% | 0% | -8% | -1% | i | -14% | CCOc1ccc(NC(=O)C2CCN(C(=O)C3CC(=O)N(c4ccc(C)cc4)C3)CC2)cc1 (stereo not given)
32 | 34% | -3 | -44% | 11% | 3% | -1% | -12% | -1% | -18% | O=C(CCN1CCN(c2ccccc2)CC1)NNC(=O)Cc1ccc(Br)cc1
33 | -11% | -30 | 7.1µM* | 15% | u | 22µM* | 50µM* | 3% | 7% | COc1ccnc(CSC(N)=Nc2ccc(F)cc2)c1
34 | 33% | -7 | 10%[59 µM] | 4% | -2% | 0% | 2% | 1% | -4% | COc1ccccc1OCCC(=O)OCCN1C(=O)c2ccccc2C1=O
35 | 53%[activator] | -7 | -26% | 1% | -8% | -8% | -24% | i | -14% | CCn1nnc(-c2ccc(N)cc2)n1
36 | 29% | 6 | -1%[59 µM] | -5% | 2% | -11% | -9% | -7% | 20µM* | CCCCOCC1CN(c2ccccc2)C(=O)CS1 (stereo not given)

Quoted from the listing.
COc1ccc(NC(=O)Nc2c(SC)nsc2SC)cc1 | POLH inh: 2%
CCCCOCC1CN(c2ccccc2)C(=O)CS1 (stereo not given) | Tb PGK inh: -7%

Compound profiles, as listed above.
Shown for CCCCOCC1CN(c2ccccc2)C(=O)CS1 (stereo not given) → HP1b chromo inh: 29%; PI4K2A block: 6; G9a block: -1%[59 µM]; GLS inhibitor: -5%; Pin1 inhibitor: 2%; JMJD2A Tudor: -11%; BAZ2B inh: -9%; Tb PGK inh: -7%; POLH inh: 20µM*
Shown for CCN1C(=O)c2ccc(-c3nc4ccccc4c(=O)o3)cc2C1=O → HP1b chromo inh: 21%; PI4K2A block: 7; G9a block: u; GLS inhibitor: 3%; Pin1 inhibitor: 3%; JMJD2A Tudor: -13%; BAZ2B inh: -2%; Tb PGK inh: -1%; POLH inh: -6%

Continued.
nr | HP1b chromo inh | PI4K2A block | G9a block | GLS inhibitor | Pin1 inhibitor | JMJD2A Tudor | BAZ2B inh | Tb PGK inh | POLH inh | mol
37 | 25% | -5 | 22% | 0% | -1% | 8% | -2% | -1% | -9% | C=CCO/N=C(/C)c1ccc(Oc2cnccn2)cc1
38 | 51%[activator] | -7 | u | 33%[activator] | -2% | 3% | u | -5% | -10% | COc1ccc(C(=O)C2CCCN(C(=O)c3cccc(N(C)C)c3)C2)cc1OC (stereo not given)
39 | u | 2 | u | 21% | 2% | u | u | 9% | -25% | O=C1NC(c2ccc(-c3ccccc3[N+](=O)[O-])o2)C(C(=O)c2ccc(Cl)cc2)C(O)(C(F)(F)F)N1 (stereo not given)
40 | 68%[activator] | 3 | 10%[59 µM] | 2% | -2% | -13% | -22% | i | -21% | COc1ccc(CNC(=O)CCCc2nnc3n(CCC(C)C)c(=O)c4sccc4n23)cc1

An excerpt, so the mix of outcomes need not match the whole.
